FN deposition inh: fibronectin deposition inhibition. AID 743247. 350,000 compounds, 0.086% hits. AH1F fibroblasts, Alexa488-fibronectin deposition fluorescence, overnight. inhibition, % at 12.6 µM;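 active means mean inhibition across replicates of 30% or more, regardless of how many single replicates reach that level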;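 further: positive control wells lacked labelled fibronectin entirely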
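Material: AH1F fibroblasts assembling fluorescent fibronectin matrix; amount: 10000 AH1F cells/well; medium: DMEM, 2% serum; reagent: Alexa488-fibronectin, 24 nM final in well; dosing: single compound dose, delivered by pin transfer; incubation: 1 h adhesion, overnight exposure; detection: fluorescence after three HBSS washes, excitation 485 nm, emission 525 nm; measure: fibronectin deposition inhibition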
PAX8 reporter: lowers PAX8-driven luciferase in RMG-I cells; RMG-I TPO-luciferase reporter, SteadyGlo, 24 h; inhibition, % at 12.6 µM; 360,000 compounds, 1.2% hits;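 active means mean replicate inhibition at least 60% with every replicate also reaching 60%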;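 further: luciferase light reporting Pax8 driven TPO promoter activity; plate controls were median of neutral control wells for no effect and mitoxantrone controls for full effect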
CASP6 VEID inh: blocks human caspase-6 cleavage activity; P55212; purified caspase-6, Z-VEID-R110 cleavage fluorescence; inhibition, % at 12.5 µM; 350,000 compounds, 0.53% hits;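 active means mean inhibition across replicates at least about 35%, with every replicate also reaching that limit, limit read from the data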;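 further: 0% = median of neutral control wells and 100% = no fluorescence left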
Target sequence (P55212 24-179 limits assumed): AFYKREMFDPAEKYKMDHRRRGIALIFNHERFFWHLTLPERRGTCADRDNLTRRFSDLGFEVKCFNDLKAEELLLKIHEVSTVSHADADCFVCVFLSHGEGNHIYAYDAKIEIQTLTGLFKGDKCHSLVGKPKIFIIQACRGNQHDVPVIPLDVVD
Target sequence (P55212 194-293 limits assumed): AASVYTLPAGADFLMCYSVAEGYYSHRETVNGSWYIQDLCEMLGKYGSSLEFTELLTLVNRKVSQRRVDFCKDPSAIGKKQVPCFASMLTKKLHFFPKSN
Cneo AK release: causes C. neoformans cell lysis; adenylate kinase release luminescence, 4 h; normalised: neutral wells 0, clomiphene wells 100; lysis activity, % at 15 µM; 360,000 compounds, 0.2% hits;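 active means mean lysis activity across replicates of at least 80%, whatever share of replicates individually reach that level; inactive means mean lysis activity below 80%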
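Assay system: Cryptococcus neoformans yeast cells / Dosing: single-point compound dose / Timing: 4 h at 37 °C static, read 1 h later / Measured by: luminescence of released adenylate kinase using an AK detection reagent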
EWS-Fli inh: inhibitors of EWS/Fli oncoprotein transcriptional activity; A673 NR0B1-luciferase reporter, viability-normalised; inhibition, % at 12.6 µM; 350,000 compounds, 0.67% hits; AID 651661;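 active means mean inhibition of at least 50% after viability correction, with every replicate also passing that limit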;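 further: firefly luciferase signal divided by Alamar Blue viability fluorescence both relative to DMSO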
miR122 inh: blocks miR-122 activity in Huh7 sensor cells; activation (reporter increase), % at 12.5 µM; 340,000 compounds, 0.3% hits; Huh7 miR-122 Renilla luciferase sensor, 48 h; neutral wells = 0, positive control = 100;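 active means mean replicate activation score at least 90 and every replicate individually at or above 90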;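 further: higher luciferase means less miR-122 activity so hits act as miR-122 inhibitors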
LGR2 inh: Drosophila LGR2 receptor signaling inhibition | HEK293 LGR2, CRE-luciferase, bursicon-stimulated, 4 h | inhibition, % at 9.99 µM | 380,000 compounds, 0.35% hits;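 active means drop in luminescence signal, shown as inhibition above about 50% in the replicate tests, limit read from the data, passing the limit was not always enough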;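 further: agonist challenge used bursicon conditioned medium at about half maximal strength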
PGC1a acetyl inh: PGC1a acetylation modulation, inhibitor mode; U2OS PGC1a acetylation, AlphaScreen anti-acetyl-lysine; with virally co-expressed GCN5 acetyltransferase; inhibition, % at 15.6 µM; 350,000 compounds, 0.17% hits;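 active means every replicate shows inhibition of at least 40%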;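 further: 0% = neutral control wells and 100% = positive control wells; some results beyond the cut were filed as inactive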
Active calls of the source: *; & = joins results of further samples; [ ] = remark or other dose. No enrichment for hits. About 2.5% of those tested had a hit in this group.

O=C1NC(Cc2ccc(O)cc2)c2nc3ccc(Cl)cc3c(=O)n2-c2cc(Cl)ccc21 (configuration not stated) was read as FN deposition inh 3, PAX8 reporter 14, CASP6 VEID inh 5, EWS-Fli inh 2 and LGR2 inh 5.
`O=C(NCC[C@@H]1CC[C@@H](NS(=O)(=O)c2ccccc2F)[C@H](CO)O1)c1ccc(F)cc1` gave FN deposition inh -13, PAX8 reporter -3, CASP6 VEID inh -3, Cneo AK release -6, EWS-Fli inh -1, miR122 inh 0[16.7 µM], LGR2 inh -6 and PGC1a acetyl inh 5.
`CC1(C)CC(=O)C2=C(C1)NC1=C(C(=O)c3ccccc31)C2c1cc([N+](=O)[O-])ccc1O` (configuration not stated) gave FN deposition inh -3, PAX8 reporter 5, CASP6 VEID inh 8, EWS-Fli inh 4, miR122 inh 1, LGR2 inh 5 and PGC1a acetyl inh 5.
For Clc1ccc(CSc2ccc(-c3cccnc3)nn2)cc1 the results were FN deposition inh -6, PAX8 reporter -14, CASP6 VEID inh -1, EWS-Fli inh -37, miR122 inh -5, LGR2 inh -27 and PGC1a acetyl inh -2.
`CC(=O)c1sc2nsc(SCCN3CCOCC3)c2c1N` gave FN deposition inh 8, PAX8 reporter -1, CASP6 VEID inh 5, Cneo AK release 3, EWS-Fli inh -31, miR122 inh 0 and PGC1a acetyl inh 2.
`CCOCCCNc1nc2ccccc2[nH]1` gave Cneo AK release 0, miR122 inh 6, LGR2 inh 3 and PGC1a acetyl inh 51.
COc1ccc(CN(C)Cc2c(O)ccc3cc(Br)ccc23)cc1OC was read as FN deposition inh -8, PAX8 reporter 6, CASP6 VEID inh -4, Cneo AK release -1, EWS-Fli inh -2, miR122 inh 0, LGR2 inh -9 and PGC1a acetyl inh 30.
CC(=O)Nc1ccc(C2NC(=O)CCC2[N+](=O)[O-])cc1 (configuration not stated) was read as FN deposition inh 8, PAX8 reporter 15, CASP6 VEID inh 1, Cneo AK release -2, EWS-Fli inh -13, miR122 inh 3 and LGR2 inh 0.
COc1ccc(Br)cc1/C=N/NC(=O)C[n+]1ccccc1 was read as FN deposition inh 0, PAX8 reporter 13, CASP6 VEID inh -19, Cneo AK release 1, EWS-Fli inh 4, miR122 inh -6, LGR2 inh 8 and PGC1a acetyl inh 2.
O=S(=O)(Nc1nc2ccc(S(=O)(=O)N3CCCC3)cc2s1)c1ccc(F)cc1 was read as FN deposition inh 0, PAX8 reporter 2, Cneo AK release 0, miR122 inh 10 and PGC1a acetyl inh -7.
For Cc1ccc(S(=O)(=O)NCc2cn3ccccc3n2)c(C)c1 the results were FN deposition inh -1, PAX8 reporter -14, CASP6 VEID inh -2, Cneo AK release 2, miR122 inh 0, LGR2 inh 0 and PGC1a acetyl inh -6.
`O=C(NCc1ccc(F)cc1)C1CCCN(S(=O)(=O)c2ccc(-n3cnnn3)cc2)C1` (configuration not stated) gave FN deposition inh -3, PAX8 reporter 10, CASP6 VEID inh -1, Cneo AK release -2, EWS-Fli inh 12 and LGR2 inh -2.
Screening Cc1ccc(N=Cc2nc(-c3ccco3)oc2O)cc1 returned CASP6 VEID inh 24, Cneo AK release -4, EWS-Fli inh -92, miR122 inh -1, LGR2 inh -37 and PGC1a acetyl inh 11.
For COc1ccc(CNC(=O)Nc2ccc3c(c2)c(=O)n(C)n3Cc2cc(C)cc(C)c2)cc1 the results were FN deposition inh 5, PAX8 reporter 30, CASP6 VEID inh 2, Cneo AK release 0, EWS-Fli inh -6, miR122 inh 46, LGR2 inh 44 and PGC1a acetyl inh 2.
COc1ccc(C(CC(=O)Nc2ccc(Cl)cc2F)NC(=O)C(F)(F)F)cc1 (configuration not stated) was read as FN deposition inh 11, Cneo AK release -1, miR122 inh -4 and PGC1a acetyl inh -6.
Screening Cc1cc(Cl)ccc1NC(=S)N1CCC(C(N)=O)(N2CCCCC2)CC1 returned FN deposition inh 8, PAX8 reporter 27, CASP6 VEID inh 0, EWS-Fli inh 1 and LGR2 inh 0.
CN(C)C(=O)C[C@H]1CC[C@@H]2[C@H](COC[C@H](O)CN2Cc2ccc(C(F)(F)F)cc2)O1 was read as FN deposition inh -10, PAX8 reporter 20, Cneo AK release 1, EWS-Fli inh 4, miR122 inh 5[16.7 µM], LGR2 inh -23 and PGC1a acetyl inh 4.
For CNCC(=O)Nc1ccc(Cl)c(C(F)(F)F)c1 the results were FN deposition inh -9, PAX8 reporter 15, CASP6 VEID inh -1, EWS-Fli inh -1 and LGR2 inh -31.
For O=C(NCc1ccc(F)cc1)C(c1ccncc1)N(C(=O)c1csnn1)C1CC1 (configuration not stated) the results were FN deposition inh 1, PAX8 reporter 4, Cneo AK release 1, miR122 inh -8 and PGC1a acetyl inh 8.
Cc1cc(C)c(NC(=O)C2CCCO2)c(C)c1NC(=O)C1CCCO1 (configuration not stated) was read as FN deposition inh -1, PAX8 reporter -7, CASP6 VEID inh -3, Cneo AK release 1, EWS-Fli inh 5, miR122 inh -13, LGR2 inh -3 and PGC1a acetyl inh -3.

Overlap with the part before: 2 entries, followed by the next part.
For O=C(NCc1ccc(F)cc1)C(c1ccncc1)N(C(=O)c1csnn1)C1CC1 (configuration not stated) the results were FN deposition inh 1, PAX8 reporter 4, Cneo AK release 1, miR122 inh -8 and PGC1a acetyl inh 8.
Cc1cc(C)c(NC(=O)C2CCCO2)c(C)c1NC(=O)C1CCCO1 (configuration not stated) was read as FN deposition inh -1, PAX8 reporter -7, CASP6 VEID inh -3, Cneo AK release 1, EWS-Fli inh 5, miR122 inh -13, LGR2 inh -3 and PGC1a acetyl inh -3.
Cc1noc(C)c1NC(=O)N(C)C[C@H]1Oc2ccc(NS(=O)(=O)c3cn(C)cn3)cc2C(=O)N([C@H](C)CO)C[C@@H]1C was read as FN deposition inh -8, PAX8 reporter -7, CASP6 VEID inh -2&1, Cneo AK release 48&0, EWS-Fli inh 1&-7, miR122 inh 0[16.7 µM], LGR2 inh 20&5 and PGC1a acetyl inh 2&7.
For Fc1cccc(F)c1/C=N/NC(=S)Nc1cccnc1 the results were FN deposition inh -1, PAX8 reporter -30, CASP6 VEID inh 3, EWS-Fli inh -1, LGR2 inh -44 and PGC1a acetyl inh 2.
`COC(=O)C1=C(C)Nc2c(c(=O)n(C)c(=O)n2C)C1c1ccncc1` (configuration not stated) gave FN deposition inh -1, PAX8 reporter -9, Cneo AK release 0, miR122 inh 0, LGR2 inh 0 and PGC1a acetyl inh 1.
For COc1ccc(OCC(=O)N/N=C/c2ccncc2)cc1 the results were PAX8 reporter -47, CASP6 VEID inh 0, Cneo AK release 1, EWS-Fli inh 6, miR122 inh 3, LGR2 inh 7 and PGC1a acetyl inh 4.
`CO[C@H]1CN(C)C(=O)c2ccc(NC(=O)Nc3ccccc3)cc2OC[C@@H](C)NC[C@H]1C` gave FN deposition inh 4, CASP6 VEID inh -2, Cneo AK release 1, EWS-Fli inh -7, miR122 inh 3[16.7 µM], LGR2 inh -12 and PGC1a acetyl inh -2.
O=C(Cc1ccc([N+](=O)[O-])cc1)N/N=C/c1ccccc1F was read as FN deposition inh 1, PAX8 reporter -24, CASP6 VEID inh -1, Cneo AK release 4, EWS-Fli inh 5, miR122 inh 1, LGR2 inh 4 and PGC1a acetyl inh 1.
CNS(=O)(=O)c1ccc(C(=O)NCC(=O)NCCC(c2ccccc2)c2ccccc2)cc1 was read as FN deposition inh 0, PAX8 reporter 3, CASP6 VEID inh 4, Cneo AK release 2, EWS-Fli inh 0, miR122 inh 0 and PGC1a acetyl inh -4.
`COCC(=O)Nc1c(C(=O)Nc2ccc3c(c2)OCO3)oc2ccccc12` gave FN deposition inh -8, PAX8 reporter -232, CASP6 VEID inh 0, Cneo AK release 3, EWS-Fli inh -60 and LGR2 inh -16.
Cn1cnc(S(=O)(=O)N[C@H]2C=C[C@@H](CC(=O)N3CCN(c4ccccc4)CC3)O[C@@H]2CO)c1 was read as FN deposition inh -5, CASP6 VEID inh -2, Cneo AK release 2, LGR2 inh -1 and PGC1a acetyl inh 7.
`Cc1cccc(NCCC(=O)c2ccc([N+](=O)[O-])cc2)c1C` gave FN deposition inh 3, PAX8 reporter 3, CASP6 VEID inh 0, Cneo AK release 2, EWS-Fli inh 1, miR122 inh 2, LGR2 inh 1 and PGC1a acetyl inh 6.
For O=C(NCc1ccccc1)c1c(F)c(F)c(F)c(F)c1F the results were FN deposition inh 1, PAX8 reporter -32, Cneo AK release 1, miR122 inh -3 and PGC1a acetyl inh -9.
Screening CC1CCN(C(=O)C(=O)Nc2sc3c(c2C(=O)O)CC(C)(C)OC3)CC1 returned FN deposition inh 10, PAX8 reporter -11, CASP6 VEID inh 7, miR122 inh 11, LGR2 inh -20 and PGC1a acetyl inh -8.
Screening Cc1ccccc1S(=O)(=O)Cc1ccc(C(=O)NCCCN2CCCC2)o1 returned FN deposition inh -2, PAX8 reporter -1, CASP6 VEID inh -34, Cneo AK release 1, miR122 inh -4, LGR2 inh -3 and PGC1a acetyl inh -2.
`CC(C)NC(=O)CSc1nc(N)c(-c2ccccc2)c(=O)[nH]1` gave FN deposition inh 7, PAX8 reporter 4, CASP6 VEID inh 1, Cneo AK release -3, EWS-Fli inh -9, miR122 inh -4, LGR2 inh -6 and PGC1a acetyl inh 2.
COC(CNC(=O)CCc1c(C)nc2c(-c3ccc(F)cc3)c(C)nn2c1C)OC was read as FN deposition inh -7, Cneo AK release 0, miR122 inh -3 and PGC1a acetyl inh -2.
Screening CN(C(=O)COC(=O)C1CCN(S(=O)(=O)c2cccs2)CC1)c1ccccc1 returned FN deposition inh -8, PAX8 reporter 4, CASP6 VEID inh 1, EWS-Fli inh 11, LGR2 inh 7 and PGC1a acetyl inh -2.
`COc1ccc(NC(=O)NNC(=O)C(C)Oc2ccc3ccccc3c2)cc1OC` (configuration not stated) gave FN deposition inh -3, PAX8 reporter 27, CASP6 VEID inh -1, Cneo AK release 0 and LGR2 inh -4.
`O=C(CSc1ncn[nH]1)c1ccc2c(c1)OCO2` gave FN deposition inh -5, Cneo AK release -4, miR122 inh -4, LGR2 inh -8 and PGC1a acetyl inh -17.
`COCCCNc1ccc([N+](=O)[O-])cc1C(=O)Nc1cccc(C)n1` gave PAX8 reporter 40, CASP6 VEID inh 2, EWS-Fli inh 8, LGR2 inh 14 and PGC1a acetyl inh 7.
`COCC(=O)NCC1CCN(C(=O)C(=O)c2cccs2)CC1` gave FN deposition inh 2, PAX8 reporter -9, CASP6 VEID inh -1, EWS-Fli inh -13 and LGR2 inh -8.
For O=C(NC1CCCc2ccccc21)C1CCN(S(=O)(=O)c2cccc(C(F)(F)F)c2)CC1 (configuration not stated) the results were FN deposition inh 1, PAX8 reporter 70*, CASP6 VEID inh 2, Cneo AK release 0, EWS-Fli inh 15, miR122 inh 2 and LGR2 inh 8.
For Cc1nc(N(C)C)c2sc(=S)n(C)c2n1 the results were FN deposition inh 0, PAX8 reporter -6, CASP6 VEID inh -3, Cneo AK release 1, EWS-Fli inh 2, miR122 inh -6, LGR2 inh -11 and PGC1a acetyl inh 6.
`COc1ccc(NS(=O)(=O)c2ccc(C(=O)N(C)Cc3ccc(C)o3)cc2)cc1` gave FN deposition inh -4, PAX8 reporter 16, CASP6 VEID inh 1, Cneo AK release 0, EWS-Fli inh -2, miR122 inh 3, LGR2 inh 10 and PGC1a acetyl inh 0.

Assay outcomes from PubChem.
